Bioassay records (PubChem)
Scp1 inh = Scp-1 (human) phosphatase inhibition | hit rate 0.88% among 340,000 | inhibition, % at 20 µM | AID 493091 | Q9GZU7 | Recombinant Scp1, phosphopeptide, malachite green phosphate absorbance;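 active means inhibition above about 50% at 20 µM, limit read from the data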;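 further: plate controls were DMSO wells with enzyme for no effect and wells lacking enzyme for full effect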
Target sequence (Q9GZU7 76-261 limits assumed): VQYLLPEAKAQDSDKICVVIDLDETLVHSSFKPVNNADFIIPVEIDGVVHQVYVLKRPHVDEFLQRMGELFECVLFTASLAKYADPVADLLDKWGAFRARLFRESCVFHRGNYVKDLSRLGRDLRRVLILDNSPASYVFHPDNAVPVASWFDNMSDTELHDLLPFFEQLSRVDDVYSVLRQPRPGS
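Assay system: SCP-1 catalytic fragment, aa 76-261 | Buffer or medium: Tris acetate buffer pH 5.5 with MgCl2 and Tween-20 | Compound: One concentration, 20 µM, with 1.0% DMSO | Also added: Phospho 17-mer peptide substrate | Signal: Absorbance at 630 nm | Incubation: 45 min enzyme reaction at room temperature | Measure: % inhibition of SCP-1 phosphate liberation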
Neddylation inh = blocks human cullin neddylation; calls only at 25 µM; P61081+Q13564; hit rate 0.58% among 360,000; TR-FRET cullin neddylation, biochemical; AID 651699; in the data active means inhibition above about 36%
DNMT1 inh = inhibitors of human DNMT1; P26358; DNMT1 molecular beacon, Hinp1I cleavage, fluorescence; inhibition (reported as % activation of signal), % at 10 µM; hit rate 0.83% among 360,000; AID 588458; in the data active means inhibition above about 50%
LMPTP block = LMPTP (human) inhibition. recombinant LMPTP-A, OMFP fluorogenic substrate, fluorescence intensity. AID 651560. hit rate 0.22% among 360,000. P24666. inhibition, % at 20 µM;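 active means compounds that cut the enzyme signal by at least half of the control window in the single-dose screen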;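 further: plate controls were DMSO wells with enzyme plus substrate for no effect and substrate without enzyme for full effect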
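Assay system: LMPTP-A, protein tyrosine phosphatase of low molecular weight / Medium: pH 6.0 Bis-Tris buffer with DTT and Triton X-100 / Schedule: 50 min enzyme reaction at room temperature, protected from light / Measured by: endpoint fluorescence intensity from OMFP dephosphorylation / Read-out basis: % inhibition relative to no-enzyme and uninhibited control wells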
STEP inh = blocks human striatal-enriched tyrosine phosphatase | P54829 | recombinant STEP, OMFP fluorogenic substrate, fluorescence | inhibition, % at 20 µM | hit rate 0.25% among 360,000 | AID 588621;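 active means inhibition at 20 µM, scaled per plate between control wells, above about 37%, limit read from the data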;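 further: 0% = DMSO with enzyme and substrate and 100% = substrate only without enzyme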
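Material: STEP (striatal-enriched tyrosine phosphatase) enzyme, cell-free | Medium: 50 mM Bis-Tris pH 6.0 with 2.5 mM DTT and 0.005% Tween 20 | Read-out: Percent inhibition scaled to no-enzyme and uninhibited-enzyme controls, plate-pattern corrected | Signal: Fluorescence read at 480 nm ex / 540 nm em | Times: 20 min reaction, room temperature, in the dark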
Rpn11 inh = Rpn11 (human) deubiquitinase inhibition | O00487 | human 26S proteasome, Ub4-pepOG fluorescence polarization; 20S core pre-blocked with epoxomicin | calls only at 20 µM | hit rate 0.59% among 360,000 | AID 588493;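 active means inhibition at 20 µM, scaled to each plate's controls, above about 33%, limit read from the data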
Target sequence (O00487 whole entry, looked up): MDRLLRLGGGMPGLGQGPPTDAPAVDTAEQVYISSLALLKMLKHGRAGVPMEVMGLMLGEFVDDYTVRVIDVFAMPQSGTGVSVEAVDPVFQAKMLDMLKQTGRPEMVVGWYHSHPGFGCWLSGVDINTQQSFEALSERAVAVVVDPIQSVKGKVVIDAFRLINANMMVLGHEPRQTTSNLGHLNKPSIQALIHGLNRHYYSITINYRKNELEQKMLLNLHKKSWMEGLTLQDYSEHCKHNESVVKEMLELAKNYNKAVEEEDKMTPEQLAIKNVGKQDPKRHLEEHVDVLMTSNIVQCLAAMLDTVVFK
SUMO1 PPI mod = modulators of human SUMO1-mediated protein-protein interactions. P63165. SUMO1 binding to a labelled peptide, TR-FRET, 1 h. inhibition, % at 20 µM. hit rate 0.33% among 360,000; in the data active means inhibition above about 37%
Target sequence (P63165 whole entry, looked up): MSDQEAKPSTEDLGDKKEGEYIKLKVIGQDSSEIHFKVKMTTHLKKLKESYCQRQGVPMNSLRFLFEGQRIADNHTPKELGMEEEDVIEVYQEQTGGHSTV
CSN deneddyl inh = CSN deneddylation inhibition | inhibition, % at 12.5 µM | hit rate 0.38% among 360,000 | Q92905 | Purified CSN, SCF-Nedd8-OG deneddylation, fluorescence polarization | AID 651999;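 active means pattern-corrected inhibition above about 35%, with an unprinted fluorescence ratio check between 0.5 and 1.5, limit read from the data, passing the limit was not always enough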;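 further: 0% = enzyme with substrate and 100% = substrate without enzyme; some results filed as inactive read as strong as hits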
Target sequence (Q92905 whole entry, looked up, one chain of several): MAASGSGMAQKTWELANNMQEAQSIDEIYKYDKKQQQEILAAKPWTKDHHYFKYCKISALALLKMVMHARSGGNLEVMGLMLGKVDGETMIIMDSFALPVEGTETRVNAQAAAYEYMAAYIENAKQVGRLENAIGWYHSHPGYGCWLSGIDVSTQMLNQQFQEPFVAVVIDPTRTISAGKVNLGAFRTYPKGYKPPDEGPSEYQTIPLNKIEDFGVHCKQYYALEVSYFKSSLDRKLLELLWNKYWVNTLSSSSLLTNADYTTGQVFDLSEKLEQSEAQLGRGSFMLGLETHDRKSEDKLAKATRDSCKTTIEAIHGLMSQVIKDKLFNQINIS
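Material: purified human Csn5 enzyme expressed in HEK293T cells / Medium: Tris buffer pH 7.5, NaCl, DTT, Tween-20, trehalose, ovalbumin / Compound dosing: 12.5 µM single point / Schedule: 90 min incubation of compound, enzyme and substrate at room temperature / Signal: fluorescence polarization of the substrate / Control set: no-enzyme wells high, enzyme-with-substrate wells low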
Rin1 Abl inh = blocks binding of human Rin1 to Abl; P00519+Q13671; TR-FRET Rin1/Abl binding, biochemical; inhibition, % at 7.35 µM; hit rate 0.4% among 360,000; AID 588664; in the data active means inhibition above about 5%, passing the limit was not always enough
NadD inh = NadD (S. aureus) enzyme inhibition; inhibition, % at 20 µM; hit rate 0.78% among 360,000; purified NadD enzyme, colorimetric absorbance read-out; in the data active means inhibition above about 26%; further: some compounds past the cut are filed as inactive
Active calls of the source: *; i = inactive; / = not tested or not shown; + = active, no number.

Scp1 inh | Neddylation inh | DNMT1 inh | LMPTP block | STEP inh | Rpn11 inh | SUMO1 PPI mod | CSN deneddyl inh | Rin1 Abl inh | NadD inh | SMILES
-7 | i | -1 | -11 | 2 | i | -5 | 1 | 1 | 1 | CC(=O)N1CCN(C(=O)c2cc(S(=O)(=O)N(C)Cc3ccccc3)ccc2Cl)CC1
/ | i | 6 | 3.0 | -1 | i | 1 | 0 | -7 | 5 | Clc1ccc(-c2nc3ccc(Cl)cn3c2Cc2ccccc2)cc1
-10 | i | 3 | -1.0 | -2 | i | 4 | 0 | 3 | 0 | CCOC(=O)N1CCN(c2c(NCc3ccc(Cl)cc3)c(=O)c2=O)CC1
/ | i | 1 | 1.0 | 1 | i | 0 | 2 | -4 | -4 | Cc1ccc(NC(=O)COC(=O)CC2CCCC2)cc1Cl
-4 | i | 2 | -1.1 | -1 | i | 1 | -2 | 2 | -6 | CC(=O)N1CCOc2ccc(S(=O)(=O)NC(C)c3ccccc3)cc21 (stereo not drawn)
-11 | i | 1 | -0.5 | -2 | i | 1 | -4 | -5 | -3 | COc1cccc(/C=N/NC(=O)CNC(=O)c2ccc3c(c2)OCCO3)c1O
-4 | i | -7 | 5.7 | 2 | i | 5 | -1 | / | 0 | CCOc1ccc(CCNC(=O)c2cc(-c3ccccc3)c(N3CCOCC3)s2)cc1OCC
-12 | i | -3 | 0.3 | 4 | + | -18 | 39* | -1 | 4 | COc1cc(/C=C2\SC(=S)N(C(C(=O)O)c3ccccc3)C2=O)ccc1O (stereo not drawn)
-8 | i | 2 | 4.2 | 3 | i | 7 | 2 | 1 | 14 | CCC(Oc1ccccc1)C(=O)Nc1ccccc1N1CCCCC1 (stereo not drawn)
4 | i | 2 | -1.7 | -2 | i | -1 | -6 | 3 | -4 | O=C(CN(Cc1ccco1)C(=O)CCC(=O)Nc1nccs1)NCc1ccccc1
/ | i | -1 | -1.3 | 0 | i | 2 | 6 | -2 | 2 | CC(C)N1CC2(CC(c3ccccc3C(F)(F)F)=NO2)CN1C(=O)c1ccco1 (stereo not drawn)
-6 | i | -1 | -0.7 | 0 | i | -2 | -6 | -1 | -2 | CCC(=O)Nc1ccc(Cl)c(NC(=O)c2c(OC)cccc2OC)c1
-8 | i | -3 | 0.9 | 3 | i | -2 | -2 | -1 | 2 | Cc1cccc(CC(=O)NCCn2c(C)cc3ccccc32)c1
-12 | i | -2 | 2.7 | 1 | i | -9 | 5 | 1 | -2 | CN1C(=O)/C(=C/c2ccccc2OCc2ccccc2)NC1=S
-5 | i | -8 | 1.8 | -2 | i | 11 | 7 | 6 | 27 | CCCCCC(=O)Nc1nc(C)c(-c2csc(Nc3ccccc3OCC)n2)s1
-4 | i | 7 | 0.7 | 0 | i | 1 | -1 | 3 | 5 | CC1CCN(C(=O)COC(=O)c2cc(Cl)c3c(c2)OCO3)CC1
1 | i | 1 | -0.4 | -2 | i | 0 | -9 | -3 | -7 | C=CC(=O)NCC1OCCc2ccccc21 (stereo not drawn)
-5 | i | 2 | -0.8 | 6 | i | -17 | 3 | -1 | 1 | COc1ccc(OCC(=O)N2CCN(C(=O)c3ccc([N+](=O)[O-])cc3)CC2)cc1
-14 | i | 0 | -2.3 | 3 | i | 0 | -2 | -2 | -4 | CN1CCN(NC(=O)c2ccc(Br)s2)CC1
-8 | i | -2 | -0.2 | -1 | i | -2 | -4 | 2 | -2 | COc1ccccc1CNC(=O)CN1C(=O)NC2(CCCc3ccccc32)C1=O (stereo not drawn)

3 entries from above, set out differently.
Second line of a record – Scp1 inh	Neddylation inh	DNMT1 inh	LMPTP block	STEP inh	Rpn11 inh	SUMO1 PPI mod	CSN deneddyl inh	Rin1 Abl inh	NadD inh
- COc1ccccc1CNC(=O)CN1C(=O)NC2(CCCc3ccccc32)C1=O (stereo not drawn)
 : -8	i	-2	-0.2	-1	i	-2	-4	2	-2
- CC(=O)N1CCOc2ccc(S(=O)(=O)NC(C)c3ccccc3)cc21 (stereo not drawn)
 : -4	i	2	-1.1	-1	i	1	-2	2	-6
- COc1cc(/C=C2\SC(=S)N(C(C(=O)O)c3ccccc3)C2=O)ccc1O (stereo not drawn)
 : -12	i	-3	0.3	4	+	-18	39*	-1	4

Remaining list, next part.
Scp1 inh | Neddylation inh | DNMT1 inh | LMPTP block | STEP inh | Rpn11 inh | SUMO1 PPI mod | CSN deneddyl inh | Rin1 Abl inh | NadD inh | SMILES
-5 | i | 3 | -0.8 | -1 | i | 0 | -1 | -6 | -1 | O=C(COC(=O)c1ccccn1)Nc1nccs1
-5 | i | 4 | -2.5 | -1 | i | -4 | -4 | -5 | -1 | O=c1cc(O)c2c(=O)[nH]c(=O)n(-c3ccccc3)c2[nH]1
-5 | i | -4 | 0.3 | -1 | i | 9 | -1 | 1 | -2 | Cc1ccc(NS(=O)(=O)c2ccc(C(=O)NCc3ccc(S(N)(=O)=O)cc3)cc2)cc1
-4 | i | 3 | -1.3 | -2 | i | 6 | 0 | -3 | -1 | COc1ccc(OCC(O)COc2ccc(C(=O)O)cc2)cc1 (stereo not drawn)
-2 | i | -9 | -0.6 | 0 | i | 0 | 2 | 7 | 7 | Cc1cc(Cl)ccc1NC(=O)CSc1nnc(-c2ccncc2)n1Cc1ccco1
-6 | i | -1 | 0.1 | -2 | i | 5 | 4 | -3 | -4 | C=CCc1cccc2ccc(=O)oc12
-9 | i | 2 | -0.9 | 2 | i | -10 | -2 | -3 | 1 | COc1cc(/C=N/NC(=O)CSc2ccccn2)ccc1O
-7 | i | -2 | -0.9 | 3 | i | 3 | 4 | 2 | -4 | Cc1ccc(COc2ccsc2C(=O)O)cc1
-5 | i | -36 | -1.4 | -1 | i | -4 | -3 | -2 | -4 | COc1cc(/C=N/NC(=O)c2cc(C)oc2C)cc(OC)c1OC
5 | / | 1 | -0.2 | -4 | i | -9 | -6 | -2 | -5 | CCOC(=O)c1[nH]c2ccc(OCC)cc2c1NC(=O)CN1CCC2(CC1)OCCO2
-9 | i | -1 | -0.8 | 2 | i | 1 | -6 | -2 | -8 | CCOC(=O)C1=NN(C(=O)Cc2ccccc2)C(O)(c2ccc(Cl)cc2)C1 (stereo not drawn)
-10 | i | -4 | 4.7 | -2 | i | -2 | 0 | 2 | -17 | COc1ccc(C(=O)Nc2ccc(OCC(F)(F)C(F)F)c(C(F)(F)F)c2)cc1OC
9 | i | -8 | -1.1 | -1 | i | -1 | 7 | 0 | 20 | O=C(Nc1nc2n(n1)C(c1ccccc1)CC(c1ccc(Cl)cc1)N2)c1ccco1 (stereo not drawn)
-5 | i | -15 | 3.2 | -2 | i | -29 | -1 | -2 | 0 | O=[N+]([O-])c1ccc(NN=Cc2cccc(O)c2)nc1
-7 | i | 4 | 0.3 | 0 | i | -1 | 3 | 0 | -7 | CCOc1ccc(NC(=O)Nc2cc(C)ccc2F)cc1
-9 | i | 0 | -3.2 | -2 | i | -9 | -1 | 0 | 0 | Nc1nc(NC(=O)/C=C/c2ccc(F)cc2)nn1-c1ccccc1
0 | i | 5 | -0.8 | 2 | i | 4 | -2 | -4 | 7 | Cc1ccc(S(=O)(=O)N(C)C[C@@H]2Oc3c(NC(=O)C4CC4)cccc3C(=O)N([C@@H](C)CO)C[C@@H]2C)cc1
-8 | i | -14 | -2.0 | 7 | i | 3 | -3 | 0 | -3 | Cc1c(C(=O)NC(C)C)oc2c1-c1[nH]ncc1CC2
0 | i | 2 | 0.2 | 4 | i | -2 | 2 | 0 | -6 | CC(c1ccco1)N(C(=O)C12CC3CC(CC(C)(C3)C1)C2)c1ccccn1 (stereo not drawn)
-5 | i | 2 | -1.3 | -6 | i | -2 | -6 | 1 | -5 | COC(=O)COc1ccc(C(=O)OC)cc1

Next part.
Scp1 inh | Neddylation inh | DNMT1 inh | LMPTP block | STEP inh | Rpn11 inh | SUMO1 PPI mod | CSN deneddyl inh | Rin1 Abl inh | NadD inh | SMILES
/ | i | 15 | -1.5 | 0 | i | 1 | 2 | 1 | 0 | O=C(/C=C/[C@H]1O[C@@H](n2cnc3c(NC(=O)c4ccccc4)ncnc32)[C@H](O)[C@@H]1O)NCCc1ccc(F)cc1
-14 | i | -2 | -0.6 | 0 | i | -8 | -6 | 0 | -2 | COc1ccc([N+](=O)[O-])cc1NC(=O)C(C)OC(=O)c1cccnc1Cl (stereo not drawn)
-1 | i | 7 | -1.0 | -1 | i | -2 | -2 | -1 | -4 | Nc1nc(SCC(=O)NNc2c(Cl)cc(Cl)cc2Cl)n[nH]1
58* | i | 0 | -1.1 | 0 | i | -4 | -5 | 1 | 7 | CCc1nnc(NC(=O)CC(C)c2ccccc2)s1 (stereo not drawn)
1 | i | -1 | -0.4 | -2 | i | 1 | -2 | 6 | -1 | COCCCNC(=O)CCCn1c(=O)c2ccccc2n(CC(=O)Nc2c(C)cc(C)cc2C)c1=O
-14 | i | -1 | 3.9 | 3 | i | 0 | 0 | -3 | 3 | Cc1ccc(C(=O)OCC(=O)Nc2ccccc2Sc2ccccc2)cc1C
-5 | i | 23 | 5.6 | -1 | i | 17 | 5 | -2 | 17 | CCOc1ccc(C(=O)Nc2ccc(-c3nc4ccccc4[nH]3)cc2)cc1[N+](=O)[O-]
-1 | i | 2 | -0.5 | -4 | i | -8 | -6 | 0 | -5 | CCn1cnc2cc([N+](=O)[O-])ccc21
-8 | i | -3 | -0.6 | -1 | i | -3 | 13 | -2 | 7 | O=C1CC(=O)N(CCc2ccc(F)cc2)C(=O)N1
-5 | i | 1 | -0.1 | 0 | i | -3 | 4 | -3 | -3 | CCOc1ccc(CCNC(=O)COC(=O)Cn2nc(C)c([N+](=O)[O-])c2C)cc1OCC
-5 | i | -18 | 1.7 | -1 | + | 9 | 6 | -2 | 31* | O=C(N/N=C/c1cc([N+](=O)[O-])ccc1O)c1cc(-c2ccccc2)nc2ccccc12
-9 | i | -3 | -2.4 | -4 | i | -3 | 1 | -1 | -5 | CC1(C)NC(=O)N(CC(=O)O)C1=O
/ | i | 12 | -0.4 | -4 | i | 3 | -3 | -2 | 5 | O=C(NCc1ccccc1)c1ccc(CS(=O)Cc2cccc(Cl)c2)o1 (stereo not drawn)
5 | i | 0 | 4.2 | 3 | i | -2 | 4 | 1 | 2 | CCOC(=O)c1sc(NC(=O)C(C)C)c(C#N)c1C
-4 | i | 2 | -0.6 | 0 | i | 3 | -1 | 0 | -2 | CN(C(=O)CSCC(=O)Nc1ccc(Cl)cc1)C1CCCCC1
-1 | i | 1 | -0.7 | -2 | i | 14 | 2 | -3 | -5 | COc1ccc2cc(C3(C)NC(=O)N(CC(=O)NCC(F)(F)F)C3=O)ccc2c1 (stereo not drawn)
-21 | i | 2 | -2.7 | 0 | i | -11 | 0 | -1 | 1 | Cc1cc(C(=O)OCC(=O)NC(C)C)c2ccccc2n1

No enrichment for hits; about 3.8% have a hit in one of these screens.
